Screening data deposited in PubChem by several laboratories.
FAS TE block – blocks the thioesterase domain of human fatty acid synthase; P49327; recombinant FAS-TE, OMFH fluorogenic substrate, fluorescence endpoint; 0.67% of 360,000 active; AID 602261; inhibition, % at 15 µM;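 active = compounds whose normalised, plate-corrected inhibition of enzyme fluorescence in the single-dose primary screen is 50% or more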;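 also: 0% = DMSO with enzyme and 100% = substrate without enzyme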
Target sequence (P49327 whole entry, looked up, the tested form may be a part): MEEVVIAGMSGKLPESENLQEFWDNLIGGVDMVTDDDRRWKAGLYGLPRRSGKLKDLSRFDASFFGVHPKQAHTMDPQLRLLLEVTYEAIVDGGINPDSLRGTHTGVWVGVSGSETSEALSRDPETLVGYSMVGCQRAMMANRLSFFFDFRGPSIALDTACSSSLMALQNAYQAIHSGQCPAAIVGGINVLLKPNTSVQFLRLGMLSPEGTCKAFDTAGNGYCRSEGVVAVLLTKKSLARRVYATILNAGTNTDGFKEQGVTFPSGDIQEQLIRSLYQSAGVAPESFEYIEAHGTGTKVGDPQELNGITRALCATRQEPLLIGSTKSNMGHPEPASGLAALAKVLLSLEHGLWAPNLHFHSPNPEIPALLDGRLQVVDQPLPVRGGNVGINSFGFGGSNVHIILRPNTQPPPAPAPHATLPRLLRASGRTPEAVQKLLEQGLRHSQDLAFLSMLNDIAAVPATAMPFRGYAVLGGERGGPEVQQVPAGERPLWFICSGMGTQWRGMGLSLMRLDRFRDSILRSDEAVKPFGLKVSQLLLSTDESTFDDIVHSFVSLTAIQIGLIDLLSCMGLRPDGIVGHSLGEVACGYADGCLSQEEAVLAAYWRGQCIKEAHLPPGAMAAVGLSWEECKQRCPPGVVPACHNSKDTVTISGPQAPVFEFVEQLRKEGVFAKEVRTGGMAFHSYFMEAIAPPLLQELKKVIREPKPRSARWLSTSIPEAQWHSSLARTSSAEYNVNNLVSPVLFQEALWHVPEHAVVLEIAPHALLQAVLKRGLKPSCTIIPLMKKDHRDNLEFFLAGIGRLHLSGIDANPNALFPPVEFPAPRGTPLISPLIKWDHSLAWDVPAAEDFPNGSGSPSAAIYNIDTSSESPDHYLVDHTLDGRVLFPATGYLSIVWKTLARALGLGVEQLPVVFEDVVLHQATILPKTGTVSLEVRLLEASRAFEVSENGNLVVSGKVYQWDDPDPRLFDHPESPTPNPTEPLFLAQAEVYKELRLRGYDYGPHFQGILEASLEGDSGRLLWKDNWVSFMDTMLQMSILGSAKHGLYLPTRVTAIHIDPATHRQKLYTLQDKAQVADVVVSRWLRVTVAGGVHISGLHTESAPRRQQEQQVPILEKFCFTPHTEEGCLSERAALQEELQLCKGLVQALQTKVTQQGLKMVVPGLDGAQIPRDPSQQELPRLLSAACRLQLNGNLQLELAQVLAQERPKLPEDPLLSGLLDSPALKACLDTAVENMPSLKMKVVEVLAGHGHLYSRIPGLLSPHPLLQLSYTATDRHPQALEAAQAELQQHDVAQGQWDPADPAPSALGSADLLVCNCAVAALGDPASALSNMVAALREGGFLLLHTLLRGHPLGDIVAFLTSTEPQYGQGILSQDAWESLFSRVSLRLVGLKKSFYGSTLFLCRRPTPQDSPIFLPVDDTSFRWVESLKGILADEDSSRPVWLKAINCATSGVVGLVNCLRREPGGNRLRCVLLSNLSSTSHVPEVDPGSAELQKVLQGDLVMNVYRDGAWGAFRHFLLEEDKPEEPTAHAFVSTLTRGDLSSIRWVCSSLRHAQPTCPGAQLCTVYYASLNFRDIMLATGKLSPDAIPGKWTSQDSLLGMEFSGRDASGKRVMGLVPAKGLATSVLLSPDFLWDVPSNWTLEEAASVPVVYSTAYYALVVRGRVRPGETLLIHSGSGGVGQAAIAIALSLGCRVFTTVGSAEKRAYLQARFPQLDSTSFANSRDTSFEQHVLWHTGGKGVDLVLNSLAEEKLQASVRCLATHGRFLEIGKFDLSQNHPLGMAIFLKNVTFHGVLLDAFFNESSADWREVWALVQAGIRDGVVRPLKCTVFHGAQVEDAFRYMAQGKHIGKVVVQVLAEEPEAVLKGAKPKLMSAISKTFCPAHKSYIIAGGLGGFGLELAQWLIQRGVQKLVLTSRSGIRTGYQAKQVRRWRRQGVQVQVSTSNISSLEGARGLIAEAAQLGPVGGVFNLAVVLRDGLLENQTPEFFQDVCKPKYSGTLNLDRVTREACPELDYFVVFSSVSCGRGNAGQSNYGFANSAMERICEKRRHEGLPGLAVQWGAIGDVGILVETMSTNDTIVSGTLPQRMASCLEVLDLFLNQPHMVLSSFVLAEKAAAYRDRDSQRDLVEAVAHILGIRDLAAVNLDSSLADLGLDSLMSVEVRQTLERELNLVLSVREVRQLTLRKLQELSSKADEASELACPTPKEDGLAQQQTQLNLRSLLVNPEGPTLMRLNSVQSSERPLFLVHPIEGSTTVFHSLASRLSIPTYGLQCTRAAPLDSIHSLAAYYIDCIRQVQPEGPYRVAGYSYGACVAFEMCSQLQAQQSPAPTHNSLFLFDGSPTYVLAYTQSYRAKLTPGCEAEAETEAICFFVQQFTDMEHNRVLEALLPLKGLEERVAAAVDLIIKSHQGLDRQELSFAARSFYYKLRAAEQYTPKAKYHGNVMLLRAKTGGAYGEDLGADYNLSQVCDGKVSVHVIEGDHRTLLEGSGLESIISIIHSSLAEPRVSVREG
Rin1-Abl PPI inh – inhibitors of human Rin1-Abl protein interaction. P00519+Q13671. TR-FRET Rin1/Abl binding, biochemical. inhibition, % at 7.35 µM. 0.4% of 360,000 active. AID 588664; in the data active = inhibition above about 5%, passing the limit was not always enough
bovine MsrA act – bovine methionine sulfoxide reductase A activation. purified bovine MsrA, absorbance read-out. activation, % at 10.6 µM. 0.3% of 360,000 active; in the data active = activation above about 7.5%;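 also: 0% = vehicle and 100% = reference activator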
TbMetRS inhib – blocks T. brucei methionyl-tRNA synthetase activity | AID 624268 | 0.4% of 360,000 active | inhibition, % at 11.9 µM | purified T. brucei MetRS, ATP depletion, Kinase-Glo luminescence;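 active = inhibition above a per-plate cutoff of the control wells' mean inhibition plus 3 SD, cut at about 5.5% in these data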;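 also: 0% = DMSO wells median and 100% = median of wells with control inhibitor compound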
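Dosing: 11.9 µM compound single dose, 0.9% DMSO; Assay system: purified T. brucei MetRS enzyme; Measured by: Kinase-Glo luciferase luminescence reporting remaining unconsumed ATP; Schedule: 15 min plus 2 h at 25 °C.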
E coli Lon inh – inhibits E. coli Lon protease. purified E. coli Lon protease, fluorescence polarization. inhibition, % at 7.94 µM. 0.42% of 360,000 active. AID 602123; in the data active = inhibition above about 13%, passing the limit was not always enough;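 also: 0% = enzyme with probe and DMSO and 100% = no enzyme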
MLLE-PAM2 inh – blocks PAM2 peptide binding to the PABP1 MLLE domain | inhibition, % at 20 µM | P11940 | AID 588489 | GST-MLLE / FITC-PAM2 fluorescence polarization | 0.36% of 360,000 active; in the data active = inhibition above about 35%, passing the limit was not always enough;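 also: plate controls were DMSO wells with GST-MLLE for no effect and wells lacking GST-MLLE protein for full effect; some results filed as inactive read as strong as hits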
MsrA inh – inhibitors of bovine MsrA; purified bovine MsrA, absorbance read-out; inhibition, % at 15.5 µM; 0.75% of 360,000 active; AID 651718; in the data active = inhibition above about 4.5%;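 also: 0% = vehicle wells with enzyme and 100% = reference inhibitor wells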
CSN inh – inhibitors of human CSN-mediated cullin deneddylation. inhibition, % at 12.5 µM. AID 651999. 0.38% of 360,000 active. Q92905. Purified CSN, SCF-Nedd8-OG deneddylation, fluorescence polarization;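 active = pattern-corrected inhibition above about 35%, with an unprinted fluorescence ratio check between 0.5 and 1.5, limit read from the data, passing the limit was not always enough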;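 also: 0% = enzyme with substrate and 100% = substrate without enzyme; some results filed as inactive read as strong as hits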
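Detection – fluorescence polarization · System – HEK293T-derived human Csn5 enzyme · Controls – substrate-only high control, full reaction low control · Timing – 90 min, room temperature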
Neddyl block – cullin neddylation inhibition. 0.58% of 360,000 active. AID 651699. P61081+Q13564. calls only at 25 µM. TR-FRET cullin neddylation, biochemical; in the data active = inhibition above about 36%
Active calls of the source: *; i = inactive; . = not tested or not shown; + = active, no number.

SMILES	FAS TE block	Rin1-Abl PPI inh	bovine MsrA act	TbMetRS inhib	E coli Lon inh	MLLE-PAM2 inh	MsrA inh	CSN inh	Neddyl block
O=C(c1ccccc1F)N1CCN(c2ccc([N+](=O)[O-])cc2-n2cccc2)CC1	42	-2	1	0.1	2	8	0.8	-2	i
O=C(NNc1nc2ccccc2s1)Nc1ccccc1	-6	-1	-2	-0.4	-8	11	0.0	-6	i
CC1(C)CCC(=O)c2ccccc21	-2	0	-11	-0.6	-10	10	1.3	-4	i
COc1cccc(CN2CCC2(C)C(=O)Nc2ccc(C)c(O)c2)c1F (centres undefined)	4	-2	-2	-0.4	-4	-7	1.2	-3	i
CC(C)CCN1C(=O)CSCC1(C)C(=O)NC(C)C (centres undefined)	.	.	.	-0.3	.	.	-0.3	3	i
Cc1ccc(C)c(NS(=O)(=O)c2ccc3c(c2)NC(=O)CO3)c1	-6	2	-3	-0.8	0	4	-0.7	0	i
O=C(CSc1ncn[nH]1)N1CCN(c2nnc(-c3ccccc3)c3ccccc23)CC1	-22	3	3	-0.1	2	-25	0.1	2	i
O=C(NCCCN1CCOCC1)c1cnn2c(-c3ccccc3)cc(-c3ccccc3)nc12	5	-7	1	0.0	-3	7	0.1	-4	.
Cc1cc(C(=O)NC(=S)Nc2ccccc2N2CCCC2)ccc1[N+](=O)[O-]	-12	-3	-2	0.3	0	1	-1.7	1	i
COc1ccc(-c2cc(NC(C)=O)c3ncc(-c4cccc(C(C)=O)c4)n3c2)cc1OC	7	1	-4	-0.3	-3	-26	1.1	6	i
NC(=O)c1cc(-c2ccccc2)nc(Oc2ccccc2)n1	1	10*	-13	-1.7	4	24	0.5	4	i
COc1ccccc1C1C2=C(COC2=O)Nc2cc3c(cc21)OCO3 (centres undefined)	-3	4	-3	0.2	-7	-19	1.4	-2	i
COCCNc1oc(-c2cccs2)nc1S(=O)(=O)c1ccc(C)cc1	9	-3	-3	0.1	3	7	2.0	-4	i
O=C(Nc1ccc(F)cc1)C(=O)c1c(O)[nH]c2ccc([N+](=O)[O-])cc12	8	-5	-7	-1.3	-4	2	.	1	i
CCOC(=O)N1CCN(C(=O)c2ccc(S(=O)(=O)Nc3cccc(C(F)(F)F)c3)cc2)CC1	-4	0	-1	-0.4	4	5	.	-12	i
CSc1ccn(CCC(=O)O)c(=O)n1	-8	1	-3	0.4	2	-3	1.5	-1	i
O=C(c1cc2ccccc2o1)N1CCN(S(=O)(=O)c2ccc(F)c(F)c2F)CC1	-4	2	-3	-0.2	-10	-38	-0.4	-2	i
CCOC(=O)C1(C)CCCN(C(=O)c2ccccc2OC(F)(F)F)C1 (centres undefined)	-8	-4	2	-0.2	0	-5	-0.1	3	i
CNC(=S)N(CCO)Cc1cc2cc3c(cc2[nH]c1=O)OCCO3	-6	-3	-2	2.3	-6	30	2.0	-2	i
Cc1c(NC(=O)COC(=O)c2ccc[nH]c2=O)c(=O)n(-c2ccccc2)n1C	-8	-1	-4	0.0	-8	-7	-0.7	-1	i
CC(C)C(NC(=O)c1c(F)cccc1F)C(=O)NC1CC(C)(C)NC(C)(C)C1 (centres undefined)	-5	-1	-1	-0.2	-11	1	0.5	3	i
Cc1ccc(C)c(NC(=O)C2CCC(C)(C(=O)O)C2(C)C)c1 (centres undefined)	-6	0	-2	-0.3	-14	-2	-0.3	0	i
CCN(CC)CCn1c(NCc2ccc(C)o2)nc2ccccc21	-7	-2	-7	0.5	1	8	-1.4	6	i
O=C(NC(c1ccc(F)cc1)c1ccc2ccccc2n1)C1CCN(CCOc2ccc(F)cc2)CC1 (centres undefined)	12	1	-1	-0.2	-4	-14	0.4	-1	i
Cc1cc(/C=N/n2cnnc2)c(C)n1-c1ccc(Cl)cc1Cl	-14	-3	-1	-1.1	-2	-13	-0.4	0	i

Overlap with the part before: 7 entries, followed by the next part.
SMILES	FAS TE block	Rin1-Abl PPI inh	bovine MsrA act	TbMetRS inhib	E coli Lon inh	MLLE-PAM2 inh	MsrA inh	CSN inh	Neddyl block
CNC(=S)N(CCO)Cc1cc2cc3c(cc2[nH]c1=O)OCCO3	-6	-3	-2	2.3	-6	30	2.0	-2	i
Cc1c(NC(=O)COC(=O)c2ccc[nH]c2=O)c(=O)n(-c2ccccc2)n1C	-8	-1	-4	0.0	-8	-7	-0.7	-1	i
CC(C)C(NC(=O)c1c(F)cccc1F)C(=O)NC1CC(C)(C)NC(C)(C)C1 (centres undefined)	-5	-1	-1	-0.2	-11	1	0.5	3	i
Cc1ccc(C)c(NC(=O)C2CCC(C)(C(=O)O)C2(C)C)c1 (centres undefined)	-6	0	-2	-0.3	-14	-2	-0.3	0	i
CCN(CC)CCn1c(NCc2ccc(C)o2)nc2ccccc21	-7	-2	-7	0.5	1	8	-1.4	6	i
O=C(NC(c1ccc(F)cc1)c1ccc2ccccc2n1)C1CCN(CCOc2ccc(F)cc2)CC1 (centres undefined)	12	1	-1	-0.2	-4	-14	0.4	-1	i
Cc1cc(/C=N/n2cnnc2)c(C)n1-c1ccc(Cl)cc1Cl	-14	-3	-1	-1.1	-2	-13	-0.4	0	i
Cc1oc2cc3oc(=O)c(CC(=O)NCCCC(=O)O)c(C)c3cc2c1C	-7	5	-1	-0.5	4	6	2.5	3	.
COc1ccccc1CCC(=O)OCC(=O)NC1CCCCC1	1	-1	-2	-0.4	-1	6	-0.1	2	i
COCCN(CCOC)C(=O)CN1C(=O)NC(Cc2c[nH]c3ccccc23)C1=O (centres undefined)	-2	2	-1	-0.1	2	-19	0.8	-1	i
O=C(NCCS(=O)(=O)N1CCc2ccccc2C1)c1ccccc1	-1	-2	-2	-0.3	-18	7	1.7	-2	i
C=CCN(Cc1nc(-c2ccc(OC)c(OC)c2)oc1C)C1CCS(=O)(=O)C1 (centres undefined)	-4	-3	-1	-0.3	-8	-3	0.6	-1	i
CC(C)c1ccc(NC(=O)CN2CCN(c3ccccn3)CC2)cc1	4	1	-3	-0.8	0	-2	0.1	3	i
CC(C)CN(C(=O)CSc1nc(N)cc(N)n1)C1CCS(=O)(=O)C1 (centres undefined)	-9	1	-2	0.3	-4	5	-1.1	-6	i
CCOC(=O)c1cnc2ccc(C(=O)OC)cc2c1Nc1ccc2c(c1)OCCO2	27	-1	-1	-0.2	4	0	-1.3	-4	i
Cc1cc(C)nc(N/N=C/c2ccc(N3CCOCC3)cc2)n1	-8	-5	-11	-0.9	-1	2	6.6*	2	i
O=C(O)CCSc1nnc(-c2ccc3c(c2)OCO3)o1	-7	-7	-1	0.2	-1	-19	0.0	-4	i
O=C(c1ccc(S(=O)(=O)N2CCCCCC2)cc1)N1CCN(c2ccccn2)CC1	-4	1	-2	-0.4	-12	-12	-1.3	1	i
CCOc1ccccc1NC(=O)c1ccc2[nH]c(C)c(C)c2c1	0	-3	-2	0.4	-18	-21	1.6	-4	i
CCc1nc(SCC(=O)N2CCc3cc(OC)c(OC)cc3C2)c(C#N)cc1C	3	-2	1	0.1	3	15	0.6	1	i
O=C(COC(=O)c1cc(S(=O)(=O)N2CCOCC2)cs1)c1ccccc1	0	-3	-6	-0.4	-1	9	0.7	0	i
COc1ccccc1OCc1ccc(C(=O)Nc2ccc(Cl)cn2)o1	-3	-1	-3	-0.6	1	8	0.3	0	i
CCOC(=O)C1Cc2c([nH]c3ccccc23)CN1 (centres undefined)	-8	2	-2	-0.7	1	-8	-0.6	3	i
Cc1cc(C)cc(NC(=O)C2CCN(C(=O)c3cccs3)CC2)c1	-2	1	-3	-0.5	-3	-6	-0.8	6	i
CCCCn1c(SCC(=O)c2ccc(O)c(O)c2)nc2ccsc2c1=O	20	-1	-5	0.5	6	-2	.	10	i
COc1ccc(Cc2nc3ccccc3c(=O)n2N)cc1OC	-6	1	-3	-0.1	-1	2	-0.5	-1	i
COc1cc(NS(=O)(=O)c2ccc3ccccc3c2)c2ncccc2c1	28	-1	-3	-0.4	-14	15	1.9	0	+
Cc1cc(C)nc(SCc2ccc(C(=O)O)o2)n1	-9	0	-6	-0.3	-6	-1	0.2	3	i
Cc1cccc(-c2c(O)cc(=O)[nH]c2Cl)c1	-8	-1	-3	-0.3	4	-5	-0.5	9	i
Cc1ccc(N(CC(=O)NCc2ccc(Cl)cc2)S(C)(=O)=O)cc1	0	0	0	-0.4	-9	-2	1.1	5	i
S=C(NCC1CCCO1)NC1CCCCC1 (centres undefined)	-9	3	-2	-0.4	-11	-8	-0.8	8	i
C#CCN(C[C@@H]1[C@@H](OC(=O)NC2CC2)[C@@H](OC(=O)NC2CC2)CN(C(=O)OC(C)C)N1C(=O)OC(C)C)S(=O)(=O)c1ccc(C)cc1	0	-2	-2	-0.2	-3	-10	-0.2	5	i

Additional results:
SMILES	FAS TE block	Rin1-Abl PPI inh	bovine MsrA act	TbMetRS inhib	E coli Lon inh	MLLE-PAM2 inh	MsrA inh	CSN inh	Neddyl block
O=C(NC(=S)NCc1ccco1)c1ccccc1	-6	-4	-2	-0.4	-2	1	0.4	-3	i
O=C(NCC1CCCO1)c1cc2cc(F)ccc2[nH]1 (centres undefined)	-8	1	-3	0.9	2	-6	0.1	1	.
CCCc1nnc(NC(=O)CCC(=O)N2CCN(CCn3c(C)ccc3C)CC2)s1	-4	-2	-3	0.1	-2	-3	0.7	0	i
Cc1ccc(C)c(S(=O)(=O)N2CCCOC2CNC(=O)C(=O)NC2CCCC2)c1 (centres undefined)	-5	-3	-1	-0.2	4	4	-0.3	-3	i
COc1cc(OC)c(NC(=O)c2ccoc2C)cc1Cl	-2	-1	-4	-1.0	-9	-3	0.4	-6	i
COc1ccc(C(O)c2ncc(-c3ccccc3F)[nH]2)cc1 (centres undefined)	-7	-2	-4	-0.3	-10	5	2.8	0	i

An excerpt of the results above, for reference:
SMILES	FAS TE block	Rin1-Abl PPI inh	bovine MsrA act	TbMetRS inhib	E coli Lon inh	MLLE-PAM2 inh	MsrA inh	CSN inh	Neddyl block
COc1cc(OC)c(NC(=O)c2ccoc2C)cc1Cl	-2	-1	-4	-1.0	-9	-3	0.4	-6	i
COc1ccc(C(O)c2ncc(-c3ccccc3F)[nH]2)cc1 (centres undefined)	-7	-2	-4	-0.3	-10	5	2.8	0	i

Rows were taken by chance; overall some 4% were active at least once.
